Source: PubChem BioAssay
SUMO1 PPI mod: alters human SUMO1 binding to SIM partners. AID 602429. actives 0.33% (n = 360,000). SUMO1 binding to a labelled peptide, TR-FRET, 1 h. P63165. inhibition, % at 20 µM; in the data active means inhibition above about 37%
Target sequence (P63165 whole entry, looked up): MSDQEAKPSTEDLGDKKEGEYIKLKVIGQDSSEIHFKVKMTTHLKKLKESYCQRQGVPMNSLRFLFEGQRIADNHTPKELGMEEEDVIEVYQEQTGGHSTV
STEP inh: STEP (human) phosphatase inhibition; inhibition, % at 20 µM; P54829; AID 588621; recombinant STEP, OMFP fluorogenic substrate, fluorescence; actives 0.25% (n = 360,000);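 active means inhibition at 20 µM, scaled per plate between control wells, above about 37%, limit read from the data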;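 further: 0% = DMSO with enzyme and substrate and 100% = substrate only without enzyme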
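Assay system: isolated STEP enzyme. Buffer or medium: pH 6.0 Bis-Tris with DTT and Tween 20. Also added: fluorogenic phosphatase substrate OMFP at 25 µM final. Dosing: 20 µM, 1% DMSO. Timing: 20 min reaction, room temperature, in the dark. Measured by: fluorescence intensity, excitation 480 nm, emission 540 nm. Evaluation: normalized % inhibition.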
LMPTP inh: blocks human LMPTP phosphatase. inhibition, % at 20 µM. actives 0.22% (n = 360,000). recombinant LMPTP-A, OMFP fluorogenic substrate, fluorescence intensity;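 active means compounds that cut the enzyme signal by at least half of the control window in the single-dose screen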;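 further: plate controls were DMSO wells with enzyme plus substrate for no effect and substrate without enzyme for full effect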
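Test system – LMPTP-A phosphatase enzyme · Quantity – 0.625 nM LMPTP-A final · Reagent – OMFP substrate, 400 µM final · Dosing – one test concentration per compound, 20 µM, with 3% DMSO overall · Timing – 50 min enzyme reaction at room temperature, protected from light · Detection – fluorescence intensity · Controls – substrate-only low control, DMSO enzyme-plus-substrate high control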
DNMT1 block: inhibitors of human DNMT1; P26358; DNMT1 molecular beacon, Hinp1I cleavage, fluorescence; inhibition (reported as % activation of signal), % at 10 µM; actives 0.83% (n = 360,000); AID 588458; in the data active means inhibition above about 50%
Scp1 inh: inhibitors of human Scp-1 phosphatase | Recombinant Scp1, phosphopeptide, malachite green phosphate absorbance | Q9GZU7 | inhibition, % at 20 µM | actives 0.88% (n = 340,000);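 active means inhibition above about 50% at 20 µM, limit read from the data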;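 further: plate controls were DMSO wells with enzyme for no effect and wells lacking enzyme for full effect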
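Times: enzyme reaction 45 min at room temperature, colour 5 min, stabilisation 30 min. Material: SCP-1 catalytic fragment, aa 76-261. Medium: Acidic Tris acetate buffer with magnesium and detergent. Signal: colorimetric free-phosphate detection, absorbance 630 nm. Read-out basis: % inhibition of SCP-1 phosphate liberation. Reagent: Phosphorylated 17-residue peptide substrate.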
Rpn11 block: inhibitors of human proteasome Rpn11; human 26S proteasome, Ub4-pepOG fluorescence polarization; 20S core pre-blocked with epoxomicin; calls only at 20 µM; actives 0.59% (n = 360,000); AID 588493; O00487;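 active means inhibition at 20 µM, scaled to each plate's controls, above about 33%, limit read from the data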
NRP1-CendR mod: NRP-1/CendR interaction modulation; O14786; FAM-RPARPAR peptide binding to NRP-1, fluorescence polarization; inhibition, % at 25 µM; actives 0.85% (n = 360,000);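 active means inhibition or corrected inhibition above about 18%, plus a signal ratio from 0.5 to 1.5, limit read from the data, passing the limit was not always enough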; further: strong numbers were not always called active
Target sequence (O14786 whole entry, looked up): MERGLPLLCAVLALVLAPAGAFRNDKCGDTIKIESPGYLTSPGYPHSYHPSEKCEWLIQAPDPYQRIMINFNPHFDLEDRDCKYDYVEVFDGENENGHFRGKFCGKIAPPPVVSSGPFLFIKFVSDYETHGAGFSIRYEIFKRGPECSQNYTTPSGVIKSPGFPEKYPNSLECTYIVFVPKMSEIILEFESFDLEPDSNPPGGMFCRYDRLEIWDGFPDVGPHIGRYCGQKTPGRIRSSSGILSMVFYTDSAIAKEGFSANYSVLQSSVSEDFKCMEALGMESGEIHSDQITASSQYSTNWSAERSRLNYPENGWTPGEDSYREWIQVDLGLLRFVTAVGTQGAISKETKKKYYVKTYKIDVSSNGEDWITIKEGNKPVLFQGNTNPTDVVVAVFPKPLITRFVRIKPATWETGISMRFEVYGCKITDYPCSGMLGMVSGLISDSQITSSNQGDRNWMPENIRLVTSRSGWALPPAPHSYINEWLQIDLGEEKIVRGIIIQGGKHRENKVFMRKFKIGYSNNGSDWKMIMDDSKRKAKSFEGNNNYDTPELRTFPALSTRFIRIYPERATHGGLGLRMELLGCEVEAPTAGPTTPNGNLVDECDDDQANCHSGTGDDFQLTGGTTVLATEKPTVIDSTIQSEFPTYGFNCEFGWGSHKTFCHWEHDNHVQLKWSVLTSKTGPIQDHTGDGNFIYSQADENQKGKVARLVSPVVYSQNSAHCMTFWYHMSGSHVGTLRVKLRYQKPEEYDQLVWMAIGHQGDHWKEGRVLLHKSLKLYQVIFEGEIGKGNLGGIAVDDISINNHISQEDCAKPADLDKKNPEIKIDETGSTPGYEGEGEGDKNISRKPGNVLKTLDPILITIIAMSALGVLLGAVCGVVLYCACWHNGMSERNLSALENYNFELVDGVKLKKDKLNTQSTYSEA
NadD block: blocks S. aureus nicotinate mononucleotide adenylyltransferase; actives 0.78% (n = 360,000); inhibition, % at 20 µM; purified NadD enzyme, colorimetric absorbance read-out; AID 602399; in the data active means inhibition above about 26%; further: some compounds past the cut are filed as inactive
SKN-1 inh: blocks SKN-1 activity in C. elegans; C. elegans VP596 Pgst-4::GFP/RFP ratio, acrylamide-induced, 24 h; inhibition, % at 21.8 µM; actives 0.49% (n = 360,000); AID 624304;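 active means interference check ratio from 0.5 to 1.5 plus GFP to RFP signal ratio inhibition reaching or exceeding a fixed threshold, cut at about 30% in these data, passing the limit was not always enough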; further: some compounds called inactive have numbers as strong as hits
MT1-MMP act inh: blocks activation of human MT1-MMP; actives 0.061% (n = 360,000); HT1080 RFP-PRO-GFP cells, GFP/RFP ratio fluorescence, overnight; percent of plate control window, DMSO zero; P50281; GFP/RFP ratio change, % at 20 µM;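 active means GFP/RFP ratio change of at least 30% with cell ATP level not reduced by more than half and red fluorescence within 50% of control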; further: strong numbers were not always called active
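Material: RFP-PRO-GFP reporter HT1080 cells. Dosing: single-point 20 µM compound, 1% DMSO. Controls: DMSO and RFP-L50D-GFP cell wells. Timing: cells overnight before dosing, compound overnight, 37 °C, 5% CO2. Measure: GFP/RFP fluorescence ratio.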
The depositor's hits bear a star; i = inactive; · = no result given.

SMILES | SUMO1 PPI mod | STEP inh | LMPTP inh | DNMT1 block | Scp1 inh | Rpn11 block | NRP1-CendR mod | NadD block | SKN-1 inh | MT1-MMP act inh
CCOC(=O)Cn1nc(NC(=O)c2ccc3c(c2)OCO3)cc1C | -2.0 | 0.2 | 0.8 | 0.8 | 4.0 | i | 0.9 | -5.0 | 3.2 | 0.9
Cc1nnc(NC(=O)c2c(F)cccc2F)s1 | -0.2 | -3.7 | -1.0 | 3.2 | -11.2 | i | -14.8 | -0.9 | 6.3 | -3.6
O[C@H]1CN(CC2CCCCC2)[C@@H](c2ccccc2)C[C@@H]1n1cc(C2CC2)nn1 | 2.0 | 0.3 | -1.7 | 5.6 | · | i | -10.5 | -1.0 | 14.6 | -0.3
C=CCn1cc(F)c(=O)n(CC=C)c1=O | 3.5 | 1.1 | -0.2 | 3.5 | -2.5 | i | 4.9 | -2.7 | -5.2 | 2.6
COc1cccc(OC)c1-c1cnc(NC(C)=O)cn1 | -0.7 | 0.4 | 0.4 | 4.8 | · | i | 7.2 | 4.4 | 10.4 | 5.0
CCc1sc(C(=O)NNC(=O)c2cncc(Br)c2)cc1C | -1.2 | -0.7 | -1.9 | 3.1 | -5.2 | i | -6.0 | 2.7 | 15.6 | 7.2
O=C(NCCO[N+](=O)[O-])c1cccnc1 | -126.2 | -1.3 | -5.2 | -115.9 | -14.5 | i | -0.5 | 0.0 | -1.2 | 2.6
CCCCN(CC)Cc1ccc(CNC(=O)Nc2ccc(F)cc2)o1 | 0.8 | -5.5 | -1.6 | -2.6 | -2.0 | i | 2.8 | -5.7 | -0.4 | -14.5
CCOc1ccc(NC(=O)CCC(=O)c2ccc(OC)cc2)cc1 | 0.9 | -2.5 | -1.8 | 3.5 | -2.0 | i | -6.1 | -5.1 | 3.4 | 3.2
O=C(CCN1C(=O)c2ccccc2C1=O)Nc1sc2c(c1C(=O)NCc1ccco1)CCCC2 | -3.8 | 0.4 | 1.8 | -3.8 | -11.5 | i | -7.3 | 3.0 | -16.7 | -10.0
Cc1cc(C(=O)CSc2cccc[n+]2[O-])c(C)n1-c1ccccc1 | -0.5 | 0.5 | 0.6 | -0.7 | -3.6 | i | -3.1 | 1.2 | -6.8 | 6.4
O=C(NCCc1cccc(Cl)c1)c1cccc([N+](=O)[O-])c1 | -23.9 | 2.8 | -1.2 | 5.3 | -10.5 | i | -0.8 | -8.1 | 8.0 | 5.6
COC(=O)C1=C(C)N(c2cccc(C)c2)C(=O)/C1=C\c1cccs1 | -8.8 | 0.6 | 1.2 | -3.9 | 2.9 | i | 27.6* | -4.9 | 18.6 | -7.7
CCCCCCOc1ccc(N2C(=O)CC(SCCN)C2=O)cc1 (stereo not given) | 5.6 | -2.4 | -2.4 | -4.1 | -2.8 | i | 8.5 | -8.5 | 6.2 | 0.7
Cc1ccc(NC(=O)C2CC(=O)Nc3ncnn32)cc1Cl (stereo not given) | 1.6 | -0.5 | -0.1 | -1.5 | 4.5 | i | -5.3 | -11.5 | 4.3 | 2.6
COc1ccccc1N1CCN(C(=O)c2oc3cc(C)c(C)cc3c2C)CC1 | 1.8 | 1.8 | 2.7 | -4.2 | -4.8 | i | -13.3 | -0.3 | 12.9 | -4.9
CC(=O)c1ccc(NC(=O)c2cc(Cl)sc2Cl)cc1 | -0.9 | 1.0 | -0.1 | -6.0 | -8.7 | i | -11.8 | 1.8 | -2.6 | 2.4
CCS(=O)(=O)Nc1ccc(C2=NN(S(=O)(=O)c3ccc(F)cc3)C(c3ccco3)C2)cc1 (stereo not given) | 6.8 | -0.3 | 0.0 | -6.4 | -4.1 | i | -118.1 | -2.7 | 29.4 | ·
Cc1c(C(=O)c2no[n+]([O-])c2C(=O)c2cnn(C)c2C)cnn1C | -2.3 | -1.8 | -1.1 | 5.0 | -12.7 | i | 8.5 | 2.1 | -11.1 | 7.0
COc1ccc(/C=N/N2CCOCC2)cc1COc1ccc(F)cc1 | -3.3 | 0.9 | 1.4 | -9.6 | -3.4 | i | 7.5 | -5.8 | 12.4 | -2.0
Cc1ccc(OCC(=O)N/N=C/c2ccncc2)cc1 | -8.4 | 1.2 | -1.4 | 0.6 | -4.4 | i | 3.4 | -3.1 | -2.9 | 1.8
COc1ccc(-c2csc(C(C)(O)c3cccc(F)c3)n2)cc1 (stereo not given) | 0.1 | -3.1 | 0.2 | -3.2 | · | i | -3.4 | -5.5 | 12.7 | 1.1
COC(=O)C(CCSC)NC(=O)Cn1ncc2c(=O)oc3ccccc3c21 (stereo not given) | 8.8 | 2.6 | -0.3 | -2.7 | -8.4 | i | -0.6 | -0.5 | -1.3 | 3.2
CCCCCCCc1c(O)nc(SCC(=O)O)[nH]c1=O | 2.6 | 7.7 | -2.1 | 0.4 | 1.3 | i | -0.4 | -2.5 | -10.3 | 0.7

Sorted by heavy-atom count (rising): some entries from above.
SMILES | SUMO1 PPI mod | STEP inh | LMPTP inh | DNMT1 block | Scp1 inh | Rpn11 block | NRP1-CendR mod | NadD block | SKN-1 inh | MT1-MMP act inh
Cc1ccc(OCC(=O)N/N=C/c2ccncc2)cc1 | -8.4 | 1.2 | -1.4 | 0.6 | -4.4 | i | 3.4 | -3.1 | -2.9 | 1.8
COc1ccc(/C=N/N2CCOCC2)cc1COc1ccc(F)cc1 | -3.3 | 0.9 | 1.4 | -9.6 | -3.4 | i | 7.5 | -5.8 | 12.4 | -2.0
COC(=O)C(CCSC)NC(=O)Cn1ncc2c(=O)oc3ccccc3c21 (stereo not given) | 8.8 | 2.6 | -0.3 | -2.7 | -8.4 | i | -0.6 | -0.5 | -1.3 | 3.2

The listing continues:
SMILES | SUMO1 PPI mod | STEP inh | LMPTP inh | DNMT1 block | Scp1 inh | Rpn11 block | NRP1-CendR mod | NadD block | SKN-1 inh | MT1-MMP act inh
CC(=O)/C(N=Nc1ccc2c(c1)OCCO2)=C(\C)O | -18.9 | -2.2 | 1.4 | -2.8 | -5.7 | i | -2.0 | -2.1 | 12.6 | 2.1
CCCSc1nc(C)c(-c2csc(C(C#N)=C3CCCC3)n2)cc1C#N | 22.3 | 5.9 | 15.6 | 92.3* | 57.3* | i | -25.7 | 21.7 | 0.3 | -14.2
Cc1ccc(NC(=O)CCC(=O)NNC(=O)NC23CC4CC(CC(C4)C2)C3)cc1C | -0.9 | 1.8 | 1.2 | -0.9 | -7.5 | i | -3.6 | -2.1 | -2.1 | 0.9
CCc1ccc(N2CC(C(=O)Nc3cccc(C(=O)NC4CC4)c3)CC2=O)cc1 (stereo not given) | 2.0 | -0.6 | -2.4 | -1.6 | 13.6 | i | 9.8 | -0.8 | -8.1 | 11.2
COc1ccc(NC(=S)NC2CC3CCCC(C2)N3C2CC2)cc1 (stereo not given) | 4.6 | 1.3 | -1.0 | 0.4 | -5.7 | i | 4.6 | 2.3 | 0.2 | -2.4
Nc1ccccc1SCc1cc([N+](=O)[O-])cc2c1OCOC2 | -25.3 | -2.2 | 0.3 | -5.2 | -9.4 | i | 1.2 | -8.5 | -0.5 | -1.3
CCN(CC)CCn1c(NCc2cccc(OC)c2OC)nc2ccccc21 | -2.0 | 2.3 | 0.8 | -1.2 | -3.3 | i | 21.2* | -7.9 | -18.1 | -0.1
C/C(=N/N1CCN(Cc2cccc3ccccc23)CC1)c1ccco1 | -8.5 | -2.1 | -1.1 | 5.9 | -10.8 | i | -3.4 | -5.9 | -3.8 | 3.0
Cc1c(Cl)cccc1-n1nnnc1-c1cccs1 | 0.0 | 2.2 | 0.6 | 0.5 | -2.2 | i | 0.3 | 4.7 | -14.9 | 1.0
Cc1ccccc1COc1ccc(-c2nn[nH]n2)cc1 | 6.5 | -0.2 | -1.9 | 1.4 | -5.0 | i | 11.2 | -2.2 | 14.8 | -5.6
Cc1ccc2c(c1)N(CC(=O)NCC1CCCO1)C(=O)C(C)O2 (stereo not given) | -3.0 | 3.5 | -0.8 | 10.7 | 2.5 | i | 9.3 | -0.1 | 15.3 | 2.3
c1cncc(-c2nc(NCc3ccc4c(c3)OCO4)c3ccccc3n2)c1 | 12.1 | -3.7 | 22.1 | -2.8 | -5.4 | i | 2.7 | 3.9 | 18.0 | -3.6
CCOC(=O)C1C(C(=O)OC)=C(c2ccc(OC)cc2)c2ccccc2N1S(=O)(=O)C(F)(F)F (stereo not given) | -20.1 | 0.2 | 0.9 | 3.1 | -1.3 | i | -0.2 | -2.5 | 1.6 | -0.6
CCOc1ccc([C@@H]2CC=C(C(=O)O)CN2S(=O)(=O)c2ccc(C)cc2)cc1 | 3.7 | 2.4 | 0.7 | -0.5 | 3.5 | i | -0.3 | -1.6 | 9.6 | 3.2
COc1ccc(NC(C)=O)cc1NC(C)C(=O)Nc1ccccc1F (stereo not given) | 0.4 | -3.7 | -0.9 | -1.0 | -6.0 | i | 5.2 | 0.0 | -1.6 | 0.0
COc1cccc(N2CCN(C3C4CC5CC(C4)CC3C5)CC2)c1 (stereo not given) | 0.7 | -3.5 | -0.5 | -6.4 | -17.3 | i | 0.5 | 1.9 | 17.9 | 5.9
Cc1cc(F)ccc1C(O)c1ncc(-c2cccc(F)c2)[nH]1 (stereo not given) | 5.0 | -0.8 | -0.2 | -7.7 | · | i | -5.8 | -2.4 | -21.6 | -0.4
CC1CCCC(NC(=O)CCC(=O)NCc2ccccc2)C1C (stereo not given) | 4.3 | -1.1 | -2.6 | 0.9 | -4.7 | i | 4.5 | -3.3 | 11.5 | -1.2
CCOC(=O)C1=C(O)/C(=C\c2cc(C)n(-c3ccccc3F)c2C)N=C1C | -1.2 | 0.6 | 0.9 | -6.4 | 1.4 | i | -42.2 | 7.7 | 12.0 | -11.5
CC(C)C(=O)Nc1ccc(NC(=O)c2ccc(COc3ccccc3)cc2)cc1 | 0.6 | -3.0 | -3.6 | 19.6 | -13.9 | i | 14.5 | -0.1 | 9.8 | -1.9
COC(=O)c1c(C(=O)OC)c2c(-c3ccccc3)cc3cccc1n32 | -37.2 | 5.0 | 3.6 | -4.6 | · | i | -17.5 | -5.9 | 5.1 | -6.0
CCc1ccccc1NC(=O)NCCN1CCCCC1 | 1.2 | -2.5 | -2.3 | -3.2 | -5.0 | i | 18.7 | 9.2 | 6.0 | 2.6
N#CC(C#N)=C1CCCc2sccc21 | -32.2 | -3.2 | -0.9 | -5.5 | 4.7 | i | -0.3 | -2.1 | 21.5 | -0.4
CCCSCC(=O)Nc1ncc2c(n1)-c1ccccc1CC2 | 7.2 | 0.2 | 1.2 | 7.9 | 11.7 | i | -15.5 | 5.2 | 10.1 | -13.7

DNMT1 block: what is marked active above
SMILES	SUMO1 PPI mod	LMPTP inh	DNMT1 block	Scp1 inh	Rpn11 block	NRP1-CendR mod	NadD block	SKN-1 inh	MT1-MMP act inh
CCCSc1nc(C)c(-c2csc(C(C#N)=C3CCCC3)n2)cc1C#N	22.3	15.6	92.3*	57.3*	i	-25.7	21.7	0.3	-14.2
